Bioassay records as filed in PubChem.
SMARCA2 activ: activators of SMARCA2 function. activation, % at 9.1 µM. hit rate 1% among 370,000. MG213 cells, MMTV-luciferase reporter, dexamethasone, overnight. AID 652017; in the data active = activation above about 7.8%;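 also: 0% = vehicle wells and 100% = reference activator wells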
GC-A act: GC-A (human) enzyme activation | P16066 | HEK293 GC-A cells, cGMP TR-FRET, EC30 ANP; 0% at EC30 ANP, 100% saturating ANP | activation, % at 10 µM | hit rate 0.14% among 370,000 | AID 1671463; in the data active = activation above about 40%
NPR2 activator: GC-B (human) receptor activation | HEK293-GC-B cells, CNP EC30, cGMP TR-FRET; 0% at EC30 CNP, 100% saturating CNP | hit rate 0.11% among 370,000 | activation, % at 10 µM;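 active = activation at 10 µM reaching about 35% in either raw or pattern-adjusted values, limit read from the data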
DAX1 inh-1: DAX1 (NR0B1) inhibition, primary screen; HEK293T StAR-luciferase reporter, SF-1/DAX-1 repression relief; inhibition, % at 6.8 µM; hit rate 1.1% among 370,000; AID 652010;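 active = inhibition above the mean over all tested compounds plus 3 SD, cut at about 3.6% in these data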;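 also: 0% = DAX-1 cells with DMSO and 100% = cells lacking DAX-1 with DMSO; higher inhibition means more luminescence from relief of DAX-1 repression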
GAA850 FXN act: activators of GAA850 frataxin (FXN) promoter. activation, % at 6 µM. hit rate 0.56% among 360,000. HEK293 lucGAA850 FXN promoter luciferase reporter, 24 h; percent of 10 µM SAHA response;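 active = activation above the average of all compounds screened plus 3 SD, cutoff fixed separately per campaign, cut at about 7.5% in these data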;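 also: 0% = DMSO wells and 100% = 10 µM SAHA wells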
HGIII-sPLA2 inh: Inhibits HGIII-sPLA2 liposome hydrolysis, primary screen. inhibition, % at 12.2 µM. QFRET BODIPY PC-A2 liposome hydrolysis, fluorescence. Q9NZ20. hit rate 0.56% among 370,000;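 active = inhibition above mean plus 3 SD of compounds lying within the high and low control bounds, cut at about 19% in these data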;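 also: 0% = median of test compound wells and 100% = no enzyme DMSO wells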
Target sequence (Q9NZ20 whole entry, looked up): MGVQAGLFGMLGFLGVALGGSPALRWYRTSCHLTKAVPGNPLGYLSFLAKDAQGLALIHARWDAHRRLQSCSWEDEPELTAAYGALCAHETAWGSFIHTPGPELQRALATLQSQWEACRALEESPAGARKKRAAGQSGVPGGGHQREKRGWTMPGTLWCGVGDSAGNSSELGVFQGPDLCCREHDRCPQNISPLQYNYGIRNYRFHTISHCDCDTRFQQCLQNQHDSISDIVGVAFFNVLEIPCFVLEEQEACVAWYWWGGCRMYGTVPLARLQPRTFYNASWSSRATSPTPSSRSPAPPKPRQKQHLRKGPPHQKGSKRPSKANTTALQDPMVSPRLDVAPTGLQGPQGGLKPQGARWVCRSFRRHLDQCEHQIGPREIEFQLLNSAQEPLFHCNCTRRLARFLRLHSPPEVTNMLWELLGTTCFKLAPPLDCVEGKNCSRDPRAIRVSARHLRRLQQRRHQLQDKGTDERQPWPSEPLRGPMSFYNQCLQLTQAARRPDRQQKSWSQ
DAX1 inh-2: NR0B1 (DAX1) inhibition | hit rate 0.99% among 340,000 | P51843 | AID 504766 | HEK293 Gal4-DAX1 luciferase reporter, luminescence | inhibition, % at 6.75 µM;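 active = inhibition above the mean over all tested compounds plus 3 SD, cut at about 4.2% in these data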;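 also: 0% = DAX1-transfected cells with DMSO and 100% = empty-vector control cells with DMSO; inhibition shows as a rise in luminescence from relieved DAX1 repression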
Target sequence (P51843 207-470 limits assumed): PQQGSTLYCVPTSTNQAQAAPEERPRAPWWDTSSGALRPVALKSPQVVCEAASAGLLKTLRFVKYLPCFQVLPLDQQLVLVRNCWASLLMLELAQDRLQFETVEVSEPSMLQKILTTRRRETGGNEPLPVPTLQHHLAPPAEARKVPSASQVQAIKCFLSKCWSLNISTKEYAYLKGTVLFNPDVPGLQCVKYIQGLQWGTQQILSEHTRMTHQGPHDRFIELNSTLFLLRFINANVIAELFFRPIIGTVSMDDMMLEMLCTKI
ssDAF-12 act: activators of S. stercoralis DAF-12 nuclear receptor; AID 652126; HEK293 ssDAF-12/GRIP1 lit1-tk-luc reporter, luminescence; % of 3 µM dafachronic acid response; activation, % at 6.8 µM; hit rate 1% among 370,000;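 active = activation above the mean over all tested compounds plus 3 SD, cut at about 0.9% in these data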;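 also: 0% = DMSO-only wells and 100% = 3 µM delta7-dafachronic acid wells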
hgDAF-12 ag: activates the H. glycines DAF-12 receptor ligand-binding domain | HEK293 GAL4-hgDAF12 UAS-luciferase reporter, agonist luminescence; normalized to butyrate control | activation, % at 6.8 µM | hit rate 1.8% among 370,000;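 active = activation above a cutoff set at the mean of all screened compounds plus 3 SD, cut at about 10% in these data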;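 also: 0% = DMSO wells and 100% = sodium butyrate wells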
ADAM10 inh: ADAM10 inhibition, QFRET primary screen | inhibition, % at 7 µM | O14672 | hit rate 0.62% among 370,000 | AID 720582 | recombinant ADAM10, EDANS/DABCYL FRET peptide cleavage, 3 h;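 active = inhibition above a per-campaign cutoff equal to the mean of compounds falling between control-based bounds plus 3 SD, cut at about 20% in these data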;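 also: 0% = DMSO wells while the 100% control is not disclosed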
hcDAF12 agonist: H. contortus DAF-12 activation, primary screen. HEK293 hcDAF-12 lit1-tk-luc reporter, luminescence; 0% DMSO, 100% Δ7-dafachronic acid. activation, % at 6.8 µM. hit rate 1.4% among 370,000. AID 652067;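 active = activation above the mean of all tested compounds plus 3 SD, cut at about 5.5% in these data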;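 also: 100% = response to 3 µM Δ7-dafachronic acid high control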
An asterisk follows results filed as active; i = inactive; · = not tested or not shown.

The first 2 compounds, to show the layout:
Values in the order – SMARCA2 activ, GC-A act, NPR2 activator, DAX1 inh-1, GAA850 FXN act, HGIII-sPLA2 inh, DAX1 inh-2, ssDAF-12 act, hgDAF-12 ag, ADAM10 inh, hcDAF12 agonist
1	CCc1cc2c3c([nH]c2cc1S(=O)(=O)NCCCOC)CC(C)(C)CC3=O
→ 0, -5, 3, -0.2, 2.5, 0, -0.2, -0.8, 0.2, 8, -0.4
2	CCOc1ccccc1-n1c(SCC(N)=O)nnc1-c1ccccc1
→ 0, -8, -1, 0.4, 2.0, 4, 0.1, -1.7, 0.5, 0, 0.4

The whole of this part (from the top)
Values in the order – SMARCA2 activ, GC-A act, NPR2 activator, DAX1 inh-1, GAA850 FXN act, HGIII-sPLA2 inh, DAX1 inh-2, ssDAF-12 act, hgDAF-12 ag, ADAM10 inh, hcDAF12 agonist
1	CCc1cc2c3c([nH]c2cc1S(=O)(=O)NCCCOC)CC(C)(C)CC3=O
→ 0, -5, 3, -0.2, 2.5, 0, -0.2, -0.8, 0.2, 8, -0.4
2	CCOc1ccccc1-n1c(SCC(N)=O)nnc1-c1ccccc1
→ 0, -8, -1, 0.4, 2.0, 4, 0.1, -1.7, 0.5, 0, 0.4
3	Brc1ccccc1OCCCN1CCCCCC1
→ 3, -1, -2, -0.6, 0.5, -1, 0.9, -1.0, -1.2, 1, 0.7
4	CCCCN(C=O)c1c(CC)nc2ccc(C(=O)NCc3ccccc3OC)cn12
→ -3, 2, 2, 0.0, -3.3, -4, ·, -1.3, 0.4, -35, -1.0
5	O=C1N(c2ccccc2)CCN1c1ccccc1
→ 2, -3, 0, 1.9, 3.6, 2, 3.8, 0.1, 11*, -3, 5.1
6	O=C(CNC(=O)/C(=C\c1ccccc1)NC(=O)c1ccc(Br)cc1)OCc1ccccc1
→ 2, -3, -15, 0.1, -3.8, -20, 0.2, -1.1, 1.1, 6, 0.2
7	CCCN(CC(=O)Nc1ccccc1C)C(=O)c1ccc(N2CCCC(C)C2)c([N+](=O)[O-])c1 (centres undefined)
→ -3, -3, -8, -1.7, 0.1, -7, -2.1, -0.9, -1.5, -8, 2.1
8	CC(C)CN(C(=O)COC(=O)CNC(=O)c1ccccc1)c1c(N)n(Cc2ccccc2)c(=O)[nH]c1=O
→ -1, 1, 6, -0.8, 2.1, 1, 0.0, -1.0, 0.3, -5, -1.3
9	O=C(C[n+]1ccccc1)N/N=C/c1ccc(Cl)cc1
→ 0, 1, 0, 1.3, 1.0, 2, 0.6, -0.8, -0.5, -6, 0.0
10	COc1cccc(-c2ccc(NC(=O)C3CCCN(Cc4ccco4)C3)cc2)c1 (centres undefined)
→ -1, -3, -5, -2.3, 0.3, -24, 0.4, -1.6, 1.3, 10, -0.7
11	CC(C)Oc1ccc(C(=O)Nc2ncn[nH]2)cc1
→ 1, 5, 1, 0.2, 2.4, -2, 2.4, -1.4, 5.8, -2, 1.6
12	O=C(N/N=C/c1sc(N2CCOCC2)nc1-c1ccccc1)c1ccc(O)cc1
→ 1, -9, -2, -1.5, 5.4, -6, -2.8, -1.5, -2.7, -133, -2.2
13	CCNC(=S)Nc1ccc(-c2nc3ccccc3[nH]2)cc1
→ 5, 2, -5, 4.4*, 2.3, 0, 4.2, -0.9, 14*, -48, 2.0
14	Cc1occc1-c1nnc(SCC(=O)Nc2ccccc2)n1Cc1ccccc1
→ -3, 0, -2, -0.2, -1.7, -9, -1.1, -1.1, -0.4, 9, -2.8
15	CC(=O)c1ccc(NC(=O)c2ccc(N3C(=O)c4cccnc4C3=O)cc2)cc1
→ 1, 5, 0, 1.9, 2.1, 9, 0.1, -1.2, 2.2, 2, 1.4
16	Cc1ccc2[nH]c(=O)c(C(c3nnnn3C3CCCC3)N(Cc3cccnc3)Cc3ccco3)cc2c1 (centres undefined)
→ 0, 0, -4, -1.2, -3.5, -6, -1.3, -1.4, -3.2, -13, -1.5
17	COC(c1ccccc1)c1nnc(CCC(=O)NCCc2ccc(Cl)cc2)o1 (centres undefined)
→ -2, 1, 5, -0.6, 0.1, -2, 1.4, -0.8, 1.0, -3, 0.4
18	O=S(=O)(NCCc1csc(-c2cccnc2)n1)c1cccc(F)c1
→ -3, -1, 0, 0.3, 0.9, 2, 0.2, -1.1, -3.6, -14, -1.8
19	CN(C)CCNc1oc(-c2cccc(Cl)c2)nc1C#N
→ 4, -7, -14, 0.4, -2.2, -8, 1.7, -1.2, 1.4, -497, -1.1
20	Nc1ncccc1C(=O)OCC(=O)N1CCN(S(=O)(=O)c2ccc(Cl)cc2)CC1
→ -3, -4, 0, -1.7, -1.7, 2, -0.1, -0.5, 5.8, i, 0.3
21	O=C(NC(=S)NCC1CCCO1)c1ccc([N+](=O)[O-])cc1 (centres undefined)
→ 0, 2, 2, 0.0, 3.5, 7, 1.1, -1.2, 1.1, 1, -1.5
22	O=C(NNC(=S)Nc1ccccc1)c1ccc2ncccc2c1
→ 5, -4, -7, 2.5, 1.6, 24*, 1.2, -1.7, 7.1, 4, -0.5
23	O=C(NC(=O)c1cc(OCC(F)(F)F)ccc1OCC(F)(F)F)Nc1ccccc1
→ -1, 6, -5, -0.1, -0.3, -3, -1.1, -1.1, -0.1, 0, -1.9
24	COc1ccccc1NC(=O)NNC(=O)c1ccc(-c2ccccc2)cc1
→ 2, 1, 4, 0.0, 0.1, -12, 0.5, -0.7, 1.4, -3, 0.2
25	O=C(CSc1nnnn1-c1cccc(C(=O)O)c1)NC(c1ccccc1)c1ccccc1
→ -6, -2, 1, -0.4, 1.2, -10, 2.4, -1.3, 3.1, -2, -2.2
26	CC(NC(=O)c1cc(COc2c(F)cccc2F)on1)c1cnn(-c2ccccc2)c1 (centres undefined)
→ 1, 0, -11, 0.4, 2.7, -13, 0.8, -1.2, 3.1, 8, -1.1
27	CCCCCC(=O)Nc1cc(S(=O)(=O)N2CCOCC2)ccc1Oc1ccc(OCC)cc1
→ 0, 4, -6, -0.3, 0.1, -6, 0.6, -1.5, 1.7, 2, 0.9
28	COc1cccc(CNC(=O)[C@H]2CCCN2C(=O)C2CCCN2C(=O)c2ccc(OC)c(F)c2)c1 (some centres undefined)
→ -4, 5, -8, -0.5, ·, 7, ·, -1.2, 0.4, -14, -1.3
29	C=CCn1c(Br)nc2c1c(=O)[nH]c(=O)n2C
→ -1, 2, 0, -0.3, 1.1, -1, 2.4, -1.2, 2.0, -4, -0.6
30	Cc1nn(Cc2ccccc2)c(Cl)c1C(=O)OC1CCOC1=O (centres undefined)
→ 0, 17, 11, 0.0, 1.1, 1, -0.2, -1.5, -1.3, -4, -0.1
31	CSc1nnc(NC(=O)C23CC4CC(CC(C4)C2)C3)s1
→ 2, -2, -1, -0.1, 4.5, 4, -0.1, -0.4, 1.7, 7, 1.6
32	Cc1ccc(CSc2nc3c(c(SCC(=O)O)n2)CCCC3)cc1
→ -2, 4, 1, 0.5, -0.6, -6, 2.0, -1.0, -4.0, 2, -1.7
33	N#Cc1nc(N2CCCC2)nc(N2CCCC2)n1
→ -4, 4, -3, -2.9, -2.1, 2, -3.9, -1.8, -6.3, -7, -6.5
34	Cc1cc(C)n(-c2ccc3cccc(NS(C)(=O)=O)c3n2)n1
→ 1, 5, -3, 0.7, 0.7, 1, -0.2, -0.8, 0.6, -3, -1.2
35	CCc1ccc(/C=N/NC(=O)c2ccc(OC3CCCC3)cc2)s1
→ 1, -2, -4, -1.7, -2.1, 6, 0.5, -0.9, -0.8, 11, 0.6
36	CCn1nc(NS(=O)(=O)c2ccc(NC(C)=O)cc2)c2cc3cccc(C)c3nc21
→ -2, -1, 1, 0.4, 0.6, -12, 0.4, -0.9, 1.8, -3, -0.7
37	CN(CC(=O)Nc1ccc(OC(F)(F)F)cc1)C(=O)Cc1c(Cl)cccc1Cl
→ 2, 0, 0, -0.1, 0.4, -2, 0.2, -1.1, 1.9, -7, -0.7
38	Cc1cccc(N2CCN(C(=O)c3c(-c4ccccc4)noc3C)CC2)c1C
→ -3, -2, 0, -7.6, -5.0, -1, -2.0, -1.2, 0.2, -1, -2.0
39	CCn1c(SCC(=O)NCC2CCCO2)nc2cc(S(=O)(=O)N3CCCCC3)ccc21 (centres undefined)
→ 2, -2, 1, -0.2, 1.7, 6, -1.1, -1.0, -0.4, 3, -1.7
40	Cc1sc(Cc2nc(O)cs2)nc1-c1ccccc1
→ -1, -4, 1, 0.0, 1.6, 1, ·, -1.3, -0.1, -7, 0.0
41	COC(=O)C1=C(C)NC(=S)NC1/C=C/c1ccccc1 (centres undefined)
→ -2, 12, -1, -0.1, 1.5, 6, 0.1, -0.7, -2.8, -8, 0.1
42	C[C@H]1CN([C@@H](C)CO)C(=O)CCCn2cc(nn2)CO[C@@H]1CN(C)S(=O)(=O)c1ccc(C#N)cc1
→ 6, 0, 0, 0.0, -1.2, 6, 0.7, -1.4, -0.4, 5, 2.1
43	C1=C(CCNCC2CCCCC2)CCCC1
→ -3, -1, -4, 0.6, 0.6, -1, -0.8, -0.3, 1.6, 1, -0.5
44	COCCNC(=O)c1cc(S(=O)(=O)N(C)C2CCCCC2)ccc1Cl
→ -3, 7, 2, -0.6, -0.2, -1, 0.7, -0.9, 1.7, -6, -0.2
45	COC(=O)[C@H](Cc1ccccc1)NP(=O)(OC)[C@@H](C)NC(=O)OCc1ccccc1 (some centres undefined)
→ -1, -5, -5, 0.2, ·, 2, ·, -0.7, -2.0, 4, -4.7
46	CC(C)N(Cc1cnn(C)c1)Cc1nc(COc2ccccc2)no1
→ 1, 4, 6, -0.3, 0.2, 2, 0.0, -0.5, 0.1, -10, 0.0

An excerpt from above in order of their number in ADAM10 inh, highest first:
# | Molecule | ADAM10 inh
42 | C[C@H]1CN([C@@H](C)CO)C(=O)CCCn2cc(nn2)CO[C@@H]1CN(C)S(=O)(=O)c1ccc(C#N)cc1 | 5
44 | COCCNC(=O)c1cc(S(=O)(=O)N(C)C2CCCCC2)ccc1Cl | -6
46 | CC(C)N(Cc1cnn(C)c1)Cc1nc(COc2ccccc2)no1 | -10
